Screens: PubChem BioAssay, National Center for Advancing Translational Sciences (NCATS)
PTHR1 ag: qHTS for PTHR1 Agonists: Primary Screen; Parathyroid hormone/parathyroid hormone-related peptide receptor (Homo sapiens), Q03431; HEK293 GP2 PTHR1 cells, GloSensor cAMP luminescence, 1 h; Potency, µM (top dose mostly 115 µM), inactives show top-dose activation, actives largely listed as activators; 410,000 tested, 0.075% active; also: potency is read from the fitted curve at half-maximal effect; nearly all actives have a fitted effect of over 55% in size; some results filed as inactive show a strong effect at the top dose; inactives centre near -15; many of its hits are not listed in these tables
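HEK-293-derived GP2 cells expressing PTHR1 and a GloSensor cAMP reporter, 3,000/well, plated overnight, given luciferin plus IBMX (each 0.5 mM as added) for 1 h at 37 °C, then compound for 1 h at 37 °C. Luminescence was read after 15 min at room temperature.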
DRD3 antagonist: qHTS of D3 Dopamine Receptor Antagonist: qHTS; D(3) dopamine receptor (Homo sapiens), P35462; D3R cells, DiscoveRx beta-arrestin luminescence, antagonist mode; active compounds read low; max response, negative = inhibition, %; 360,000 tested, 2.5% active; in the data active = max response below about -50%; inconclusive = no clear call, values can overlap the other calls; also: % is scaled to controls: 0 for no effect and ±100 for the full control effect; mostly tested at two doses, the higher about 12 µM
Target sequence (P35462 whole entry, looked up): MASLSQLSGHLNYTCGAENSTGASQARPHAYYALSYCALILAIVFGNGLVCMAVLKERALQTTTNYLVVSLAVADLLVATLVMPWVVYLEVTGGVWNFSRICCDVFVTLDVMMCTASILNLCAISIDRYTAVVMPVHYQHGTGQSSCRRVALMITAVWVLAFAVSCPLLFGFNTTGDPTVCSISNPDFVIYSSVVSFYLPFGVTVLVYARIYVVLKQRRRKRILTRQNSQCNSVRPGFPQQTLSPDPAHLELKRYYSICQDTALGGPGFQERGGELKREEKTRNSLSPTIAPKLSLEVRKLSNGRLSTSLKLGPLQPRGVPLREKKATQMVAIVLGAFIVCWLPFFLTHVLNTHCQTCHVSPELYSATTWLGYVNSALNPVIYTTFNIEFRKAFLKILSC
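Cells plated overnight at 1500 cells/well, then exposed to library compounds with dopamine controls for 90 minutes at 37 degrees C. DiscoveRx reagent added for 30–60 minutes at room temperature; luminescence read, quantitative HTS format.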
GLP-1R agonist: qHTS of GLP-1 Receptor Agonists; Glucagon-like peptide 1 receptor (Homo sapiens), P43220; HEK293 GLP-1R CRE-luciferase, luminescence, 4-6 h; cells express a hypersensitive GLP-1R form; Potency, µM (highest dose often 45.6 µM), for the others: at the top dose activation, most hits filed as activators; 380,000 tested, 0.007% active; AID 624172, 2012; also: potency is read from the fitted curve at half-maximal effect; % of control where 0% means no effect
Target sequence (P43220 whole entry, looked up): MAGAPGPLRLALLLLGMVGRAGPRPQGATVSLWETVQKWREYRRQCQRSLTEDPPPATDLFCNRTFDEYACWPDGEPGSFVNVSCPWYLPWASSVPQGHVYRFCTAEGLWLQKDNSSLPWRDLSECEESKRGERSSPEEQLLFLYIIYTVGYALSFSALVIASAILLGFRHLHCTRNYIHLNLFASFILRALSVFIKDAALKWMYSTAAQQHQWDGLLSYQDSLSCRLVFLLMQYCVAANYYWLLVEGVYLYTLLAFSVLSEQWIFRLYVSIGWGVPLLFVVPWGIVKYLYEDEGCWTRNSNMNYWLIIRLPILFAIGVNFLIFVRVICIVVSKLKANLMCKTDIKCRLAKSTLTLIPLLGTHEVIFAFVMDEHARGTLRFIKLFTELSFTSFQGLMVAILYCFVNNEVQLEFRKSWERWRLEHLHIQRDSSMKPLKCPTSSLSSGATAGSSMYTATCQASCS
DRD3 agonist: qHTS of D3 Dopamine Receptor Agonist: qHTS | D3R DiscoveRx beta-arrestin cells, luminescence, 90 min | max activation, % | 410,000 tested, 0.58% active | AID 652048, 2013; in the data active = max activation above about 30%; also: 0% is about no effect; mostly tested at two doses, the higher about 12 µM
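Cells at 1500/well, incubated overnight, then treated with pinned compounds (dopamine as control) for 90 min at 37 degrees C. DiscoveRx reagent added for 30 - 60 minutes at room temperature; luminescence read.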
TDP43 rescue: qHTS of TDP-43 Inhibitors; TDP-43 expressing yeast growth rescue, BacTiter-Glo, 24 h; Potency, µM (highest dose often 46.1 µM), inactives show at the top dose growth rescue (activation), usual class: activators; 410,000 tested, 1.8% active; also: potency is read from the fitted curve at half-maximal effect; % of control where 0% means no effect; nearly all actives have a fitted effect of over 50% in size
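Galactose-induced TDP-43 yeast, OD600=0.02, compound pinned; 24 hr, 30 deg C; BacTiter-Glo luminescence for growth. Inhibitors of TDP-43 toxicity read as activators.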
GLP1R cytotox: qHTS of GLP-1 Receptor Inverse Agonists: Cytotox Screen. Potency, µM (highest dose often 38.3 µM), for the others: at the highest dose activity change, negative = inhibition, most hits filed as inhibitors. HEK293 cAMP-luciferase reporter cells, luminescence, 24 h. 410,000 tested, 0.13% active;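 also: loss of luciferase light is scored as toxicity; potency is read from the fitted curve at half-maximal effect; % is scaled to controls: 0 for no effect and ±100 for the full control effect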
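Quantitative HTS format, 1536 wells, 200 cells/uL seeded. Compounds: 23 nL, 24 h, 37 °C. Detection: luciferase reagent, luminescence at 12 min RT; decreased signal taken as cytotoxic.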
aSyn yeast inh: qHTS of alpha-syn Inhibitors; Yeast expressing alpha-synuclein, growth rescue, BacTiter-Glo, 24 h; Potency, µM (titrated, usually from 46.1 µM), without a hit: at the highest dose growth rescue (activation), actives largely listed as activators; 370,000 tested, 0.14% active; also: potency is read from the fitted curve at half-maximal effect; % of control where 0% means no effect; nearly all actives have a fitted effect of over 65% in size
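Screening used galactose-induced yeast with toxic alpha-synuclein levels, exposed to compound for 24 hr at 30 deg C. Cell growth, read with BacTiter-Glo luminescence, gave the measured signal.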
GLP-1R inv ag: qHTS of GLP-1 Receptor Inverse Agonists (Inhibition Mode); Glucagon-like peptide 1 receptor (Homo sapiens), P43220; HEK293 GLP-1R CRE-luciferase, luminescence, 24 h; GLP-1R form is constitutively active; Potency, µM (doses to about 38.3 µM), for the others: at the top dose activity change, negative = inhibition, usual class: inhibitors; 410,000 tested, 1.6% active; AID 624417, 2012; also: potency is read from the fitted curve at half-maximal effect; % is scaled to controls: 0 for no effect and ±100 for the full control effect; nearly all actives have a fitted effect of over 55% in size
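Stable HEK293 clone (constitutively active GLP-1R + cAMP-response luciferase); 200 cells/uL plated, 12 h pre-culture, compound 24 hr, 37 deg C/5% CO2; detection reagent 12 min RT; luminescence.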
KB-V1 cytotox: qHTS assay for MDR1-selective chemotherapeutics: Primary screen using the drug-selected MDR subline cells KB-V1 | KB-V1 MDR cells viability, CellTiter-Glo, 72 h | Potency, µM (titrated, usually from 46.1 µM), inactives show top-dose activity change, negative = cytotoxicity, hits mostly cytotoxic | 400,000 tested, 3.4% active | AID 1347076, 2019; also: potency is read from the fitted curve at half-maximal effect; % is scaled to controls: 0 for no effect and ±100 for the full control effect; nearly all actives have a fitted effect of over 60% in size
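Drug-selected KB-V1 cells, grown in DMEM lacking phenol red with 10% FBS, receive compound titrations; after three days at 37 degrees C, surviving cell ATP is quantified by CellTiter-Glo luminescence and responses normalized and curve-fitted.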
An asterisk follows results filed as active; [ ] = remark or other dose. Unless noted, calls follow the shape of the dose curve; as a rule, active = well fitted curve in the direction sought with a large enough effect; inconclusive = small, poorly fitted or top-dose-only effect, or another doubt; inactive = no such curve, though single readings can be large; an effect the other way counts as inactive or inconclusive. Some of the compounds tested, so the mix of outcomes need not match the whole.

`Cc1cccc(NS(=O)(=O)c2cc(C(=O)N3CCCC3)ccc2Cl)c1` gave PTHR1 ag inactive, DRD3 antagonist -3, GLP-1R agonist 0%, DRD3 agonist 3, TDP43 rescue 6%, GLP1R cytotox -11%, aSyn yeast inh -5%, GLP-1R inv ag -1% and KB-V1 cytotox 10%.
O=C(NCc1ccccn1)c1cc(S(=O)(=O)N2CCCCC2)ccc1Cl was read as PTHR1 ag inactive, DRD3 antagonist -23, GLP-1R agonist -5%, DRD3 agonist -6, TDP43 rescue -3%, GLP1R cytotox 7%, aSyn yeast inh -5%, GLP-1R inv ag -21% and KB-V1 cytotox inconclusive.
`Cc1ccc(CN(C(=O)c2ccc(F)cc2)c2ccccn2)o1` gave PTHR1 ag -1%, DRD3 agonist -1, TDP43 rescue 0%, GLP1R cytotox 5%, GLP-1R inv ag -2% and KB-V1 cytotox 5%.
For CCOC(=O)CCc1c(C)nc(SCC(=O)O)c(C#N)c1C the results were PTHR1 ag inactive, DRD3 antagonist 28, GLP-1R agonist -6%, DRD3 agonist 2, TDP43 rescue 4%, GLP1R cytotox -6%, aSyn yeast inh 2%, GLP-1R inv ag 0% and KB-V1 cytotox 5%.
Screening O=C(/C=C/c1cccc(Cl)c1Cl)OCC(=O)N1CCOCC1 returned PTHR1 ag inactive, DRD3 antagonist -59*, GLP-1R agonist 2%, DRD3 agonist -2, TDP43 rescue -9%, GLP1R cytotox 15%, aSyn yeast inh 1%, GLP-1R inv ag 43%[activator] and KB-V1 cytotox 2%.
Cc1ccc(N=C(N)N=C(N)N)cc1 was read as PTHR1 ag inactive, DRD3 antagonist -9, GLP-1R agonist -2%, DRD3 agonist -1, TDP43 rescue 5%, GLP1R cytotox 4%, aSyn yeast inh inconclusive, GLP-1R inv ag 3% and KB-V1 cytotox 0%.
For O=C(CN(C(=O)CNC(=O)c1cccs1)c1cccc(F)c1)NC1CCCCC1 the results were PTHR1 ag -15%, DRD3 antagonist 8, GLP-1R agonist 4%, DRD3 agonist 20, TDP43 rescue -6%, GLP1R cytotox 5%, aSyn yeast inh 0%, GLP-1R inv ag 9% and KB-V1 cytotox -27%.
CCOC(=O)C(=O)N(C)c1c(CC)nc2c(OCCC3CCCCC3)cccn12 was read as PTHR1 ag inconclusive, DRD3 antagonist -84*, GLP-1R agonist 1%, DRD3 agonist -22, TDP43 rescue -2%, GLP1R cytotox 15%, aSyn yeast inh -3%, GLP-1R inv ag inconclusive and KB-V1 cytotox -2%.
Cn1c(SCC(=O)Nc2ccccc2Br)nnc1-c1cnccn1 was read as PTHR1 ag inactive, DRD3 antagonist 18, GLP-1R agonist -2%, DRD3 agonist -4, TDP43 rescue 17%, GLP1R cytotox -4%, aSyn yeast inh 9%, GLP-1R inv ag 3% and KB-V1 cytotox 7%.
`CSCCC(NC(=O)c1ccc(Cl)cc1Cl)C(=O)NCc1ccncc1` (stereo not given) gave PTHR1 ag inactive, DRD3 antagonist -12, GLP-1R agonist 6%, DRD3 agonist -4, TDP43 rescue -5%, GLP1R cytotox -2%, aSyn yeast inh 1%, GLP-1R inv ag -1% and KB-V1 cytotox -6%.
`Cc1ccc(NC(=O)/C(C#N)=N/Nc2ccc(C(=O)O)cc2)c(C)c1` gave PTHR1 ag -20%, DRD3 antagonist -29, GLP-1R agonist -2%, DRD3 agonist -9, TDP43 rescue -9%, GLP1R cytotox inconclusive, aSyn yeast inh 6%, GLP-1R inv ag -5% and KB-V1 cytotox 0%.
`Cc1ccc(C(C)C)c(OCC(=O)Nn2c(=O)[nH]c3ccccc3c2=O)c1` gave PTHR1 ag inactive, DRD3 antagonist -13, GLP-1R agonist -1%, DRD3 agonist 6, TDP43 rescue 0%, GLP1R cytotox -9%, aSyn yeast inh 15%, GLP-1R inv ag inconclusive and KB-V1 cytotox 21µM*.
`CNC(=O)C[C@H]1C(=O)N(C2CCCCC2)C[C@@H]1C` gave PTHR1 ag -2%, DRD3 antagonist -10, GLP-1R agonist -4%, DRD3 agonist 3, TDP43 rescue 5%, GLP1R cytotox 2%, aSyn yeast inh 14%, GLP-1R inv ag -8% and KB-V1 cytotox -18%.
`C/C(=N\NC(=O)c1cc(-c2ccncc2)nc2ccccc12)c1ccc(OC(F)F)cc1` gave PTHR1 ag -17%, DRD3 antagonist 10, GLP-1R agonist 21%, DRD3 agonist 3, TDP43 rescue 19%, GLP1R cytotox 1%, aSyn yeast inh 3%, GLP-1R inv ag 12% and KB-V1 cytotox -18%.
Screening Cc1nn(Cc2ccc(Cl)cc2Cl)c(C)c1NC(=O)NC12CC3CC(CC(C3)C1)C2 returned PTHR1 ag -14%[57.5 µM], DRD3 antagonist -4, GLP-1R agonist -11%, DRD3 agonist -4, TDP43 rescue -14%, GLP1R cytotox -25%, aSyn yeast inh 17%, GLP-1R inv ag 5µM* and KB-V1 cytotox 15µM*.
Screening Cc1ccc(C2=NOC(C)(c3nnc(-c4cccc(Cl)c4)o3)C2)cc1 (stereo not given) returned PTHR1 ag -18%, DRD3 antagonist -9, GLP-1R agonist 6%, DRD3 agonist -33, TDP43 rescue -11%, GLP1R cytotox -8%, aSyn yeast inh 1%, GLP-1R inv ag 2% and KB-V1 cytotox 1%.
Screening CCn1c2ccccc2c2nnc(SCC(=O)Nc3ncccn3)nc21 returned PTHR1 ag inactive, DRD3 antagonist inconclusive, GLP-1R agonist 0%, DRD3 agonist -3, TDP43 rescue 9%, GLP1R cytotox -3%, aSyn yeast inh -4%, GLP-1R inv ag 15% and KB-V1 cytotox inconclusive.
O=C(Nc1ccc(S(=O)(=O)N2CCc3ccccc32)cc1)C(F)(F)F was read as PTHR1 ag -30%[inhibitor], DRD3 antagonist -3, GLP-1R agonist 5%, DRD3 agonist -6, TDP43 rescue -12%, GLP1R cytotox -1%, aSyn yeast inh 14%, GLP-1R inv ag -23% and KB-V1 cytotox inconclusive.
For O=C(CCC1CCCCC1)Nc1cccnc1 the results were PTHR1 ag -4%, DRD3 antagonist -12, GLP-1R agonist 12%, DRD3 agonist 2, TDP43 rescue 3%, GLP1R cytotox -15%, aSyn yeast inh 0%, GLP-1R inv ag -27% and KB-V1 cytotox -25%.
`CN(CC(=O)Nc1ccccc1N1CCOCC1)CC(=O)Nc1ccc(F)c(F)c1F` gave PTHR1 ag -12%, DRD3 antagonist 2, GLP-1R agonist 16%, DRD3 agonist -1, TDP43 rescue -12%[9.22 µM], GLP1R cytotox -2%, aSyn yeast inh 5%, GLP-1R inv ag 7% and KB-V1 cytotox -22%.
Screening CCCN1CCN(c2ncnc3sc(C(=O)Nc4cccc(Cl)c4C)c(C)c23)CC1 returned PTHR1 ag inactive, DRD3 agonist -14, TDP43 rescue -2%, GLP1R cytotox 3%, GLP-1R inv ag inconclusive and KB-V1 cytotox 10%.
Screening CCOC(=O)c1nnn(-c2nonc2-n2cccc2)c1C returned PTHR1 ag inactive, DRD3 antagonist 0, GLP-1R agonist -18%, DRD3 agonist 8, TDP43 rescue 22%, GLP1R cytotox -7%, aSyn yeast inh 0%, GLP-1R inv ag 3% and KB-V1 cytotox 25%.
For CS(=O)(=O)c1ccc(C(=O)NNC(=O)c2cc(-c3ccccc3)n[nH]2)cc1 the results were PTHR1 ag inactive, DRD3 antagonist 4, GLP-1R agonist 0%, DRD3 agonist 5, TDP43 rescue -6%, GLP1R cytotox -4%, aSyn yeast inh 2%, GLP-1R inv ag -16% and KB-V1 cytotox 13%.
For Cc1ccc(S(=O)(=O)NCCC(=O)Nc2ccncc2)cc1C the results were PTHR1 ag -23%, DRD3 antagonist -15, GLP-1R agonist 4%, DRD3 agonist -13, TDP43 rescue -14%, GLP1R cytotox 0%, aSyn yeast inh -1%, GLP-1R inv ag -22% and KB-V1 cytotox -6%.
Screening COC(=O)Cn1nnc(-c2cccc(OC)c2)n1 returned PTHR1 ag inactive, DRD3 antagonist -28, GLP-1R agonist 0%, DRD3 agonist -11, TDP43 rescue -25%, GLP1R cytotox 5%, aSyn yeast inh -3%, GLP-1R inv ag 1% and KB-V1 cytotox 4%.
Screening O=C(CNC(=O)C(c1ccccc1)c1ccccc1)N/N=C/c1cccnc1 returned PTHR1 ag inactive, DRD3 antagonist -8, GLP-1R agonist 2%, DRD3 agonist 2, TDP43 rescue 8%, GLP1R cytotox 1%, aSyn yeast inh -3%, GLP-1R inv ag -6% and KB-V1 cytotox -8%.
Screening C#Cc1ccc([C@H]2C=C(C(=O)N3CCN(Cc4ccccc4)CC3)O[C@@H](OCC)[C@@H]2CCCO)cc1 returned PTHR1 ag inactive, DRD3 antagonist 36, GLP-1R agonist 4%, DRD3 agonist 4, TDP43 rescue 11%, GLP1R cytotox -6%, aSyn yeast inh 0%, GLP-1R inv ag inconclusive and KB-V1 cytotox -2%.
`Cc1cccc(NC(=O)CNC(=O)CN2C(=O)NC3(CCc4ccccc43)C2=O)c1C` (stereo not given) gave PTHR1 ag -23%, DRD3 antagonist -6, GLP-1R agonist 0%, DRD3 agonist -1, TDP43 rescue 7%, GLP1R cytotox 13%, aSyn yeast inh -8%, GLP-1R inv ag -6% and KB-V1 cytotox 24%.
